# Compound activity as filed in PubChem.
# NSD2 inh = inhibitors of human histone methyltransferase NSD2 | actives 0.54% (n = 310,000) | NSD2 peptide methylation, AlphaScreen, 120 min | inhibition, % at 12.5 µM | AID 743445 | O96028; in the data active = inhibition above about 50%
# DAGLB inhibitor = diacylglycerol lipase beta (human) inhibition; Q8NCG7; HEK293T DAGLB membrane lysate, EnzChek fluorogenic substrate; inhibition, % at 5.17 µM; actives 0.059% (n = 340,000); AID 504411; in the data active = inhibition above about 34%;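 note: 0% = enzyme with vehicle and 100% = wells lacking enzyme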
# Target sequence (Q8NCG7 whole entry, looked up): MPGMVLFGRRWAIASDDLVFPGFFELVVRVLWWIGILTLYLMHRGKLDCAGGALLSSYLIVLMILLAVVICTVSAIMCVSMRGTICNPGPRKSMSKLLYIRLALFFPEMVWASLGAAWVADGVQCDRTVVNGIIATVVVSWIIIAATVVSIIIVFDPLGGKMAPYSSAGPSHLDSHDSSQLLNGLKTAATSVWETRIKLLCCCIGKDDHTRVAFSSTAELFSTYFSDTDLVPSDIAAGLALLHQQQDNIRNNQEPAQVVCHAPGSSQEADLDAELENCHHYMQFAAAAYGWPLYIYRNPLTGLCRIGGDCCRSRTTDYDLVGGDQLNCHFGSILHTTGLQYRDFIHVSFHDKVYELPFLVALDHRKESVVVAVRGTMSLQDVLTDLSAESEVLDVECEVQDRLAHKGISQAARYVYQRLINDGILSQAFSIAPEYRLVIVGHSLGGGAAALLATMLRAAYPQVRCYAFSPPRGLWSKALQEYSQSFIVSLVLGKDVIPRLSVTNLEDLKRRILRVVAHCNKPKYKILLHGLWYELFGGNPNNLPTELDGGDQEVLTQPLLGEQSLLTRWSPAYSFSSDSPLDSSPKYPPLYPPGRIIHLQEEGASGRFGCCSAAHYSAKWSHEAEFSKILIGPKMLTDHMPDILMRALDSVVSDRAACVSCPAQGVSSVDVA
# C-LANA FP = inhibitors of KSHV LANA C-terminal domain DNA binding; AID 504423; MBP-C-LANA/FAM-LBS DNA binding, fluorescence polarization; actives 0.078% (n = 340,000); inhibition, % at 9 µM;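 active = highest replicate inhibition at or above 60% at 9 µM, even if other replicates fall short; inactive = all replicates below 60% inhibition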;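 note: 0% = neutral control wells and 100% = 4 µM acridine orange control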
# Arr AP2 block = inhibitors of human beta-arrestin and AP2 interaction. inhibition, % at 10 µM. FITC-arrestin peptide / GST-AP2 beads, flow cytometry; AP2 beta2 appendage carries R879A mutation. actives 0.31% (n = 340,000);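 active = inhibition above a set limit, near 3 SD of compounds lacking own fluorescence, cut at about 54% in these data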;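 note: plate controls were DMSO wells for no effect and 5 µM unlabelled arrestin peptide for full effect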
#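 Measured by: flow cytometry, FL1 (488/535 nm); Material: AP2 appendage R879A on GSH beads; Evaluation: percent response; Timing: pre-incubation 12 min, peptide binding 1 h, room temperature; Also added: 50 nM FITC-arrestin peptide; Medium: PBS with 0.05% Tween 20 and 0.1% BSA.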
# Cardiac RTF inh = cardiac RTF calcium desensitization; IANBD-labeled cardiac RTF, Ca2+ fluorescence; actives 0.12% (n = 340,000); AID 493244; P19429+P45379; inhibition, % at 7.15 µM;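 active = inhibition above the mean inhibition of all tested compounds plus 3 SD, cut at about 17% in these data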;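 note: assay run at fixed EC70 calcium of 1.6 mM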
# SR-BI HDL uptake = blocks mouse SR-BI lipid uptake from DiI-HDL | ldlA[mSR-BI] CHO cells, DiI-HDL uptake fluorescence, 3 h | actives 0.96% (n = 320,000) | inhibition, % at 12.5 µM;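 active = mean replicate inhibition of at least 70% and a set share of replicates each scoring 70 or more; inconclusive = meets just one of the two criteria; inactive = fails both criteria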;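 note: 0% = median of neutral control wells and 100% = median of positive control wells; values of inactives mirror those of a sister screen read the other way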
# PKA-R2B act = PKA-R2B complex activation. P22694+P31323. PKA-R2B holoenzyme dissociation, Cy5-IP20 fluorescence polarization; R2B truncated from residue 108, S112A mutant; 0% DMSO only, 100% 113 µM cGMP. activation, % at 11.4 µM. actives 0.079% (n = 340,000);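 active = activation above a cutoff set at the mean over all compounds plus 3 SD, cut at about 18% in these data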;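 note: higher means more holoenzyme dissociation and a rise in polarization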
# Target sequence (P31323 whole entry, looked up, other chains not shown, the tested form may be a part): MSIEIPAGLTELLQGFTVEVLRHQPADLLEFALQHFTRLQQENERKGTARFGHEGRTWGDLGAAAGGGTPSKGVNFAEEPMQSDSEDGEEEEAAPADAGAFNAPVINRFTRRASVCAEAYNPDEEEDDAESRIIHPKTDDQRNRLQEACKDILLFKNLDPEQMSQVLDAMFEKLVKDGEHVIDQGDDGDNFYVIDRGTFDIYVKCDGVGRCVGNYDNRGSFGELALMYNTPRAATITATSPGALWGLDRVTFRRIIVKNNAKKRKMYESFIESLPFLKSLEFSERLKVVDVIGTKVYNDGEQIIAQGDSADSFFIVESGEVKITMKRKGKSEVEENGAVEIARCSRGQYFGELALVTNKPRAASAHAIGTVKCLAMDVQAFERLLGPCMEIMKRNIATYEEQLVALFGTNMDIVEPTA
# PvdQ acylase = blocks Pseudomonas aeruginosa PvdQ acylase activity. purified PvdQ acylase, fluorescence plate reader. inhibition, % at 10 µM. actives 0.063% (n = 340,000). AID 488965; in the data active = inhibition above about 30%, passing the limit was not always enough; inconclusive = no clear call, values can overlap the other calls;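 note: 0% = vehicle neutral wells and 100% = reference inhibitor wells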
# Keap1-Nrf2 PPI = disrupts human Keap1 binding to Nrf2 peptide; Q14145; Keap1 Kelch-Nrf2 peptide fluorescence polarization, 1536-well; inhibition, % at 9.4 µM; actives 0.15% (n = 340,000); in the data active = inhibition above about 12%; inconclusive = no clear call, values can overlap the other calls; inactive = below about 7.3%;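 note: human Keap1 Kelch domain with fluorescein labeled Nrf2 9mer peptide probe; 0% = neutral control wells and 100% = peptide positive control; higher means more block of Keap1 binding to Nrf2 peptide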
# SR-BI uptake up = enhances SR-BI lipid uptake from DiI-HDL | CHO ldlA[mSR-BI] cells, DiI-HDL uptake fluorescence, 3 h; 100 = double the neutral-control signal | activation, % at 12.5 µM | actives 0.096% (n = 320,000);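 active = mean replicate activation of at least 60% and every replicate at or above 60%; inconclusive = mean or all-replicate condition met, but not both; inactive = mean below 60% and not all replicates reaching 60%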;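 note: 0% = median plate neutral-control signal and 100% = twice that signal; values of inactives mirror those of a sister screen read the other way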
#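 Test system: SR-BI-overexpressing, LDLR-lacking CHO cells. Measured by: DiI fluorescence, bottom read. Medium: Ham's F12 with 0.5% BSA, HEPES 25 mM, pH 7.4. Timing: 3 h uptake period with compound, 37 °C.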
# * hit, by the source's call; ? = inconclusive; · = no result given.
SMILES,NSD2 inh,DAGLB inhibitor,C-LANA FP,Arr AP2 block,Cardiac RTF inh,SR-BI HDL uptake,PKA-R2B act,PvdQ acylase,Keap1-Nrf2 PPI,SR-BI uptake up
Cc1ccc(C(=O)COC(=O)c2ccc(Br)o2)cc1C,-2,-12,4.1,-2,-4,8,9,-11,1,-8
CC(C)CN(C(=O)COC(=O)c1nc(Cl)ccc1Cl)C1CCS(=O)(=O)C1 (stereo not drawn),8,3,5.0,-2,5,-23,-4,-22,-5,23
CC(C)c1nnc(NC(=O)C2CCN(c3cnccn3)CC2)s1,1,1,-0.4,25,5,8,-1,3,2,-8
Cc1cccc(C)c1NC1=NC(C)(C)N=C(N)N1,-3,2,0.3,3,-7,17,-14,-11,-4,-17
COc1ccc(-c2csc(NC(=O)c3ccccc3F)c2C(=O)O)cc1,0,3,0.5,8,-7,-5,-6,-4,-4,5
COc1ccc(-c2csc3nc(-c4ccc(C)cc4)oc(=O)c23)cc1OC,0,2,-1.2,-2,-9,-1,-9,4,-8,1
CCN(CC)S(=O)(=O)c1cccc(-c2nnc(SCCOc3ccccc3)o2)c1,-3,-11,-1.0,-7,-8,27,-5,-9,-4,-27
O=C(CSc1nn(-c2ccccc2)c(=S)s1)NC1CCS(=O)(=O)C1 (stereo not drawn),-3,2,-2.1,20,13,-12,-14,0,0,12
CC1C(=O)OC(c2ccc(Cl)cc2)C(C)(C)C1=O (stereo not drawn),-3,-2,-1.0,2,1,-21,5,6,-8,21
Cc1ccccc1OCCSc1nnc(C)n1-c1ccccc1,-2,1,-1.4,13,2,0,4,0,5,0

# Next part (2 carried over from the part before).
SMILES,NSD2 inh,DAGLB inhibitor,C-LANA FP,Arr AP2 block,Cardiac RTF inh,SR-BI HDL uptake,PKA-R2B act,PvdQ acylase,Keap1-Nrf2 PPI,SR-BI uptake up
CC1C(=O)OC(c2ccc(Cl)cc2)C(C)(C)C1=O (stereo not drawn),-3,-2,-1.0,2,1,-21,5,6,-8,21
Cc1ccccc1OCCSc1nnc(C)n1-c1ccccc1,-2,1,-1.4,13,2,0,4,0,5,0
COc1ccc(OCc2nnc3n2N=C(c2ccc(OC)cc2)CS3)cc1,·,-2,0.4,-15,-6,-7,7,-5,0,7
CCCn1c2ccccc2c2cnn(CC(=O)NCCCN3CCN(c4ccccc4)CC3)c(=O)c21,2,-2,-1.2,-11,-4,48,5,-15,-2,-48
Cc1ccc2nc(SCC(=O)c3ccc(Cl)s3)[nH]c2c1,1,-1,-0.2,-2,-11,25,-6,-12,1,-25
CC(NC(=O)/C=C/c1ccco1)c1nc2ccccc2n1Cc1ccccc1F (stereo not drawn),-1,2,-1.0,4,2,-10,-9,-13,-8,10
CCOC(=O)c1sc2nc(C)[nH]c(=S)c2c1C,-2,-9,2.3,4,2,1,1,-16,-6,-1
COc1ccc(N2C(=O)CSC2c2cccc(OC)c2OC)cc1 (stereo not drawn),-2,-2,-0.6,-2,-2,16,2,3,-1,-16
CC(Oc1ccc(Br)cc1)C(=O)NCCCN1CCCC1=O (stereo not drawn),-1,0,-1.9,-9,1,3,-13,-4,2,-3
COc1cccc(OC)c1C(=O)NNC(=O)c1cccc(COc2ccc3c(c2)CCC3)c1,-2,-1,0.9,0,-4,76*,-8,-6,-1,-76
Cc1ccc(C(=O)NC(=S)NNC(=O)c2ccccc2[N+](=O)[O-])cc1,1,1,1.4,7,-9,-2,2,-14,-1,2
NC(=O)c1c(Nc2nc3c(F)cccc3s2)sc2c1CCCC2,0,-8,-1.7,1,-39,66,-7,-15,-9,-66
COc1ccc(OC)c(NC(=O)CC(Cc2ccccc2OC)C(=O)O)c1 (stereo not drawn),0,1,2.8,0,3,-11,5,-12,-4,11
Cc1cccc(OC(C)C(=O)Nc2ccc(N3CCCCC3)cc2)c1 (stereo not drawn),6,-2,-0.7,-6,6,36,-7,-17,-2,-36
COc1cccc(NC(=O)CC2(CC(=O)O)CCCC2)c1,-1,-2,-2.1,-3,0,0,-4,-12,1,0
CCN(CC)S(=O)(=O)c1cc(NC(=O)CSCc2c(C)noc2C)ccc1C,-7,-5,-0.5,-2,2,11,1,-17,-3,-11
CCc1cccc(C)c1NC(=O)C1CC(=O)N(C2CCCC2)C1 (stereo not drawn),-2,-3,0.6,-3,-3,-20,-15,-1,-10,20
CN1CCN(c2nc3ccccn3c(=O)c2/C=C(\C#N)S(=O)(=O)c2ccc(Cl)cc2)CC1,12,2,1.6,18,2,-8,6,-6,-3,8
Cc1nc2ccc(NC(=O)N3CCSCC3)cc2s1,3,2,1.1,18,-12,-10,2,2,1,10
Cc1ccccc1S(=O)(=O)Cc1ccc(C(=O)NC2CCCC2)o1,1,2,0.0,-25,-7,-3,8,-10,-1,3
FC(F)(F)c1cnc(N2CCCN(C(=S)Nc3ccccc3)CC2)c(Cl)c1,-1,-11,-1.5,31,5,20,3,14,4,-20
CCOc1ccccc1NC(=O)COC(=O)COc1c(Cl)cc(Cl)c2ccc(C)nc12,·,-3,1.4,-2,-9,·,2,-12,0,·
Cc1ccc2nc(SCC(=O)N3CCN(c4ccccc4)CC3)[nH]c2c1,3,1,-0.3,-8,-16,-6,-3,-17,4,6
O=C(Nc1nc(-c2cccs2)cs1)c1cccc(S(=O)(=O)N2CCCCC2)c1,4,-7,0.8,-2,-11,?,-14,-7,-1,-72
CCN1CCc2c(OCC(=O)Nc3ccc(C)cc3)cccc2C1=O,-2,1,-0.2,4,-4,31,-10,-7,0,-31
COCCNc1nnc(Cc2ccc(Cl)cc2)c(=O)[nH]1,-5,-3,-4.4,1,-7,-21,1,8,-4,21
O=C(Nc1nnc(-c2cccs2)o1)c1cccc(Oc2ccccc2)c1,·,6,-1.0,17,0,6,-3,7,-2,-6
N#CC(C#N)=C(N)CSc1cccc[n+]1[O-],-1,2,0.0,3,-10,1,-16,-9,-3,-1
Cc1ccc2sc(N3CCN(C(=O)C4=COCCO4)CC3)nc2c1C,-1,-7,1.2,-12,2,-8,-6,5,-5,8
COc1ccc(NC(=O)CN2CCC(NC(=O)C3CCCCC3)CC2)cc1,-3,-2,0.0,6,-2,7,-6,-4,2,-7
COc1ccc(Nc2oc(-c3ccccc3)nc2C#N)cc1,-2,-3,0.6,4,-3,58,-4,-8,-5,-58
Cc1ccc(Cn2nc(C)c(NC(=O)CSc3nc4c(c(C(F)(F)F)n3)CCc3ccccc3-4)c2C)cc1,-1,2,-1.1,-8,-5,30,11,-15,-3,-30
Cc1ccnc(NCn2nnc3ccccc32)c1,-2,-1,-1.1,33,-4,-22,6,6,1,22
c1n[nH]c(SCCCCSc2ncn[nH]2)n1,2,1,0.9,5,8,-23,-5,-11,-2,23
CCOC(=O)C1CCCN(S(=O)(=O)c2nc3nc(C)cc(C)n3n2)C1 (stereo not drawn),1,-3,0.1,-10,-2,-48,-5,-2,-1,·
Cc1cc(C)cc(NS(=O)(=O)c2cnc(Cl)c(Cl)c2)c1,-1,-1,2.3,3,1,-18,-2,-8,-1,18
O=C(c1cc2c(ccc3ccccc32)o1)N1CCN(c2ncc(C(F)(F)F)cc2Cl)CC1,-2,1,0.2,-7,-3,-6,0,-10,-10,6
Cc1sc2nc(CSCC(=O)Nc3ccc(C(F)(F)F)cc3)[nH]c(=O)c2c1C,0,-1,-0.8,-13,-5,-8,-6,-7,-6,8
CCOc1ccc(NC(=O)CSc2nnc(-c3ccccn3)n2C)cc1,-3,1,0.9,-3,-1,-1,-2,-12,0,1
CCC(=O)c1ccc(OCC(=O)Nc2ccc(N3CCOCC3)cc2N2CCOCC2)cc1,2,0,0.3,-17,-2,-8,6,-16,-6,8
NS(=O)(=O)OCc1ccc(C(F)(F)F)cc1,·,0,-0.3,31,-1,-28,8,-10,-2,28
NS(=O)(=O)c1cccc(NC(=O)CC23CC4CC(C2)CC(CC(=O)Nc2cccc(S(N)(=O)=O)c2)(C4)C3)c1,5,0,-0.7,3,-1,-8,-13,-26,-6,8
O=C(O)c1ccc(N=C2NC(=O)C(CO)(CO)S2)cc1,-5,-1,-0.6,0,-6,-18,7,-13,-7,18
COc1ccc(OC)c(NC(=O)c2ccc3c(=O)n(CCc4ccccc4)c(=S)[nH]c3c2)c1,0,-1,2.0,-2,2,53,-5,1,-4,-53
Cc1c(Cl)cccc1N=Cc1ccc([N+](=O)[O-])s1,1,-2,-0.2,-2,-8,-19,8,6,-3,19
COC(=O)c1c(C)cc(OC(C)=O)c(C)c1OC(C)=O,-5,-1,-0.2,1,-4,-28,8,-2,0,28
O=C(/C=C/c1c(F)cccc1Cl)Nc1ccncc1,2,1,0.6,9,-2,2,1,-16,-3,-2
COc1ccc(N2CCN(C(=O)CCc3nnc4ccc(N5CCCC5)nn34)CC2)cc1,-1,4,0.7,-1,-5,9,-1,-14,-3,-9
Cc1ccc(S(=O)(=O)N2CCOCC2)cc1C(=O)OC1CCCCC1=O (stereo not drawn),-17,-4,-0.6,14,-2,6,-1,-12,-5,-6
CC(=O)Nc1ccc(NC(=O)c2c([N+](=O)[O-])c(C(C)(C)C)nn2C)cc1,13,0,-1.9,21,1,0,1,-7,-2,0
COc1ccc(Cl)cc1NC(=O)Cn1nnc(C(=O)NCCc2ccc(OC)c(OC)c2)c1N,-1,0,-1.0,26,-4,69,-2,0,-3,-69
C=C(c1ccc2nc(NC(=O)OC)[nH]c2c1)c1cccs1,0,1,1.5,19,-5,3,8,-3,4,-3
# Next section.
SMILES,NSD2 inh,DAGLB inhibitor,C-LANA FP,Arr AP2 block,Cardiac RTF inh,SR-BI HDL uptake,PKA-R2B act,PvdQ acylase,Keap1-Nrf2 PPI,SR-BI uptake up
CCOC(=O)N1CCN(C(=O)c2ccc(N(Cc3ccccc3Cl)S(C)(=O)=O)cc2)CC1,-2,-2,0.6,8,-8,52,-3,-16,-4,-52
Cc1cc(S(=O)(=O)N2CCOCC2)ccc1OCC(=O)NCCCn1ccnc1,·,-3,0.3,30,-1,·,-5,9,0,·
COc1ccc(S(=O)(=O)NCCc2ccccc2)c2cccnc12,-4,-1,0.2,36,1,·,0,?,-2,·
COc1ccc(OC)c(NC(=O)c2cccc(NC(=O)c3ccccc3)c2)c1,0,0,-1.5,-9,-4,30,2,-17,-2,-30
O=C(O)CN1C(=O)C(=O)N(Cc2ccc(Cl)c(Cl)c2)C1=O,-4,0,-1.0,-6,-9,·,18,-11,-3,·
COC(=O)c1ccc(OCC(O)CN(CCO)CC(O)Cn2ccc3ccccc32)cc1 (stereo not drawn),4,2,0.1,0,-27,-12,2,-11,-4,12
